# Assay outcomes from PubChem BioAssay.
# 14-3-3g Raf: alters human 14-3-3 gamma binding to Raf peptide; FP, 14-3-3gamma / TMR-pS259-Raf peptide binding; inhibition, % at 40 µM; 0.19% of 160,000 active; in the data active means inhibition above about 30%;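 further: 0% = protein plus tracer without compound and 100% = blank with tracer alone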
# Target sequence (P61981 whole entry, looked up): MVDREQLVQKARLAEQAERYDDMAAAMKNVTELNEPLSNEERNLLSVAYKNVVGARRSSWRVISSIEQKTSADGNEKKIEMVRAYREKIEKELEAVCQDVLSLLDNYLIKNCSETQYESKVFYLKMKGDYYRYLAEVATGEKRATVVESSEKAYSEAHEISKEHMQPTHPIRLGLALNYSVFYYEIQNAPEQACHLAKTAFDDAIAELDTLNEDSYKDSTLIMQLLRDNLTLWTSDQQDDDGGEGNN
# Active calls of the source: *. These rows are one share of the data; rates above refer to the full screens.
SMILES,14-3-3g Raf
Cn1cc(C(C[N+](=O)[O-])c2ccccc2)c2ccccc21 (stereo not drawn),-5.8
CN1CCN(CCCNC(=O)c2cn(C)c(=O)c3c2c2ccccc2n3C)CC1,-5.4
COc1ccc2c(c1)CCc1c(C(=O)Nc3cccnc3Cl)noc1-2,-12.1
Cc1cc(Nc2ccc(F)cc2F)n2ncnc2n1,-4.8
CCCc1c(C)nc2c(C(=O)NCc3ccccc3)c[nH]n2c1=O,-3.5
Cc1oc(-c2ccccc2Cl)nc1CSCC(=O)NC1CC1,-1.8
COC(=O)C1=CNC=C(C(=O)OC)C1c1ccccc1OC(C)C,-6.5
Brc1ccc(NC2=NCCCCC2)cc1,-9.7
Cc1cc(NC(=O)CS(=O)(=O)c2cn(C)c3ccccc23)no1,-9.0
CCCn1c(NC(=O)C2COc3ccccc3O2)nc2ccccc21 (stereo not drawn),-0.2
CC1(C)Cc2c(C#N)c(SCCC#N)nc(N3CCOCC3)c2CS1,2.9
O=C(CSc1nc2scc(-c3ccco3)c2c(=O)n1-c1ccccc1)NCC1CCCO1 (stereo not drawn),-40.6
O=C(c1ccc2c(c1)[nH]c(=S)n1c3ccccc3nc21)N1CCN(C2CCCCC2)CC1,-9.6
CCn1c(SCC(=O)c2cc(OC)ccc2OC)nnc1C1CC1,-5.2
COc1ccc(-c2oc(N=CN3CCCCCC3)c(C#N)c2-c2ccc(OC)cc2)cc1,4.8

# Next part, starting with the last 4 of the part before.
SMILES,14-3-3g Raf
O=C(CSc1nc2scc(-c3ccco3)c2c(=O)n1-c1ccccc1)NCC1CCCO1 (stereo not drawn),-40.6
O=C(c1ccc2c(c1)[nH]c(=S)n1c3ccccc3nc21)N1CCN(C2CCCCC2)CC1,-9.6
CCn1c(SCC(=O)c2cc(OC)ccc2OC)nnc1C1CC1,-5.2
COc1ccc(-c2oc(N=CN3CCCCCC3)c(C#N)c2-c2ccc(OC)cc2)cc1,4.8
Cc1cc(C)n(CCc2nc(-c3cc4ccccc4o3)cs2)n1,-8.7
COc1cc(C(=O)Nc2ccc(O)c(-c3nc4cc(C)c(C)cc4o3)c2)cc(OC)c1OC,-66.9
COc1ccc(C2(c3ccc(O)cc3O)CC(c3ccccc3Cl)NC(=S)N2)cc1 (stereo not drawn),-2.9
CCCc1ccc(Oc2c(C(F)(F)F)oc3c(C)c(OC)ccc3c2=O)cc1,-2.8
CCc1nc(-c2ccccc2)c2ccccn12,-41.3
CCCCOc1ccc(C(=O)Nc2c3c(nn2C(C)(C)C)CSC3)cc1,-2.6
O=C(CN1C(=O)NC2(CCCCCC2)C1=O)c1ccc2c(c1)OCCO2,-4.0
Cc1csc(NC(=O)c2c(O)c3cccc4c3n(c2=O)CCC4)n1,2.9
O=C(Nc1c(F)c(F)c(F)c(F)c1F)C1CCCCC1,-19.7
NS(=O)(=O)c1ccc(CNC(=O)c2ccc(Br)o2)cc1,-8.0
Cc1n[nH]c(C)c1S(=O)(=O)N1CCC(C(=O)NC2CCCCCC2)CC1,-30.7
COc1ccc(OC)c(C2C(C(=O)c3ccc(C)o3)=C(O)C(=O)N2CCCN2CCOCC2)c1 (stereo not drawn),-4.0
Cc1cnc(Nc2nc3ccccc3o2)nc1C(=O)Nc1cccc(C(F)(F)F)c1,-4.3
COc1cccc(N2CCN(C3CC(=O)N(c4ccc(Cl)cc4)C3=O)CC2)c1 (stereo not drawn),-1.6
C=CCNC(=O)CCNS(=O)(=O)c1ccc(C)cc1,-6.8
Cc1ccc(C2C3=C(CCCC3=O)Nc3nc(SCc4ccccc4)nn32)cc1 (stereo not drawn),0.0
CC(C)c1nc2ccc(Cc3ccc4nc(C(C)C)[nH]c4c3)cc2[nH]1,-5.0
Nc1ccc2c(c1)c1c3n2CCNC3CCC1 (stereo not drawn),-4.8
O=C(c1cccnc1)N1CCN(CCN2C(=O)C3C4C=CC(C4)C3C2=O)CC1 (stereo not drawn),1.5
OC(c1cccc2ccccc12)c1nc2ccccc2n1Cc1ccccc1 (stereo not drawn),0.1
COC(=O)c1ccc(CNC(=O)COc2ccccc2Br)o1,-1.3
Clc1ccc(Cl)c(OCCN2CCOCC2)c1,-4.4
CCCCOc1ccccc1C1NC(=O)NC(C)=C1C(=O)OCC(F)(F)F (stereo not drawn),-1.9
CCN(CC)C(=O)c1cc(-c2ccc(Br)cc2)on1,0.2
CCOC(=O)N1CCC(N2Cc3cccc(C(=O)N4CC(C)CC(C)C4)c3C2=O)CC1 (stereo not drawn),-6.2
O=C(Nc1ccccc1C(=O)N1CCCC1)C1CCN(c2ncccn2)CC1,-1.5
CCCCOc1ccc(C2C=C(Nc3ccc(F)cc3)C(=O)N2c2ccc(F)cc2)cc1 (stereo not drawn),-9.3
CCOC(=O)N1CCC(NC(=O)c2cc3c(=O)n(C)c4ccccc4c3n2C)CC1,0.6
COc1ccc(S(=O)(=O)N(C(C)=O)c2ccc3oc(=O)sc3c2)cc1,0.7
COc1ccc(-c2ccc3c(N)c(C(=O)c4ccc5c(c4)OCCO5)sc3n2)cc1,70.8*
COC(=O)C1=C(C)N(C)C(=O)NC1c1ccc(O)cc1 (stereo not drawn),-7.5
CC(C)N1CN=C2SC(CO)(CO)C(=O)N2C1,6.5
CCCCNC(=O)Nc1ccon1,-0.6
CCN(CC(=O)NC(C)C)C(=O)c1ccc(S(=O)(=O)N(C)c2ccccc2OC)cc1,-4.5
Cc1ccnc(N2CCCC(C(=O)Nc3cc(F)ccc3C)C2)n1 (stereo not drawn),-16.1
O=C(CCC(=O)N1CCCC1)Nc1nnc(C2CCCCC2)s1,-6.6
CCOC(=O)c1c(C)oc2ccc(N(C(=O)c3ccccc3)S(=O)(=O)c3ccc(Br)cc3)cc12,-106.1
COc1cc(OC)cc(-n2nc(C(=O)N3CCC(Cc4ccccc4)CC3)c3ccccc3c2=O)c1,0.3
O=C(CSc1nnc(Cn2c(=O)sc3ccccc32)n1CCc1ccccc1)N1CCCC1,-2.1
Cn1ncc([N+](=O)[O-])c1C(=O)N1CCOCC1,-0.7
CN(Cc1nc(-c2ccccn2)no1)S(=O)(=O)c1ccccc1,-7.1
CCOc1cc(C2/C(=C(\O)c3ccc(Cl)cc3)C(=O)C(=O)N2c2nc3ccccc3s2)ccc1O (stereo not drawn),-17.6
Cc1cc(C(=O)NCc2ccco2)c2ccccc2n1,-6.8
CCOc1cccc(C(=O)Nc2cccc(-c3nnc(-c4ccc(C)cc4)o3)c2)c1,3.0
Cc1cnc(SCCc2ccncc2)nc1C,-5.1

# 3 entries already listed, sorted by number of heavy atoms, rising:
SMILES,14-3-3g Raf
Cn1ncc([N+](=O)[O-])c1C(=O)N1CCOCC1,-0.7
CCOc1cccc(C(=O)Nc2cccc(-c3nnc(-c4ccc(C)cc4)o3)c2)c1,3.0
CCOc1cc(C2/C(=C(\O)c3ccc(Cl)cc3)C(=O)C(=O)N2c2nc3ccccc3s2)ccc1O (stereo not drawn),-17.6

# (more compounds)
SMILES,14-3-3g Raf
Cc1ccc(C)c(CN2C(=O)CSc3ccc(C(=O)NC4CC4)cc32)c1,6.0
O=C(NCc1ccco1)c1ccc(Cn2c(=S)[nH]c3cc4c(cc3c2=O)OCO4)cc1,-18.3
COc1ccc2c(c1)C1(Nc3ccccc3-c3nc4ccccc4n31)C(=O)N2C (stereo not drawn),-1.0
CSc1nnc(-c2cnccn2)n1Cc1ccccc1,-2.6
CCCC(=O)Nn1cnc2c(c1=O)C1(CCCC1)Cc1ccccc1-2,-3.3
COc1ccc(NC(=O)CSc2nnc(-c3ccco3)n2C)cc1,-7.1
Cc1nc2nc(SCC(=O)NC3CCCC3)nn2c(C)c1Cc1ccccc1Cl,-13.0
O=c1cc2c(n[nH]1)CCCC2,4.1
O=c1c2sccc2nc(SCc2cccc([N+](=O)[O-])c2)n1-c1ccc(F)cc1,-2.8
C=C(C)c1cccc(C(C)(C)NC(=O)N2CCN(c3ccccn3)CC2)c1,0.1
COc1ccc(C2=C(N)c3ccccc3C2=O)cc1,4.0
CCNC(=O)CSc1nc2ccccc2c(=O)n1CCCOC(C)C,-4.1
CCCOC(=O)C1=C(C)NC2=C(C(=O)CC(c3ccc(Cl)cc3)C2)C1c1ccc(OCCC)cc1 (stereo not drawn),-6.2
CC(C)OCCCNC(=O)Cc1ccc(-n2c(=S)[nH]c3ccccc3c2=O)cc1,-9.5
CC(=O)NC1=NN(C(C)=O)C(C)(CS(=O)(=O)c2ccc(Cl)cc2)S1 (stereo not drawn),4.4
CCOc1ccc(Nc2nc(-c3sc(N)nc3C)cs2)cc1,-44.6
OS1=Nc2ccc(Cl)cc2S1 (stereo not drawn),0.1
CC1CCCCN1C(=O)Nc1cccc(Cl)c1 (stereo not drawn),4.2
O=C1c2ccccc2NC2(C(=O)N(Cc3ccccc3Cl)c3ccccc32)N1Cc1ccccc1 (stereo not drawn),-3.4
CC(C)(C)NC(=O)c1nn2c(C(F)(F)F)cc(-c3ccco3)nc2c1Br,-14.0
CCOc1ccc(C2NC(=O)c3ccccc3O2)cc1 (stereo not drawn),7.4
CN1C(=O)c2ccccc2C(C(=O)O)C1c1cccc(Br)c1 (stereo not drawn),-10.4
CCOCCOC(=O)C1=C(C)NC2=C(C(=O)CC(c3ccc(Cl)cc3)C2)C1c1ccc2c(c1)OCO2 (stereo not drawn),1.3
COC(=O)C1CCN(C(=O)C2c3ccccc3Oc3ccccc32)CC1,3.3
Cc1[nH]nc(Sc2ccccn2)c1[N+](=O)[O-],-5.9
C=CCNC(=O)c1ccc(OC)cc1OC,6.5
Cc1cc(C)nc(NS(=O)(=O)c2ccc(NC(=O)C3(c4ccccc4)CCCC3)cc2)n1,-1.1
CC(C)c1c(C#N)c(N)nc2sc(C(=O)c3ccccc3)c(N)c12,-4.9
CCOC(=O)c1cc2c(=O)n3ccccc3nc2n(CCOC)c1=N,-2.6
O=C(Nn1c(C2CCC2)nc2ccccc2c1=O)C1CCC1,-4.8
Oc1ccc(Br)cc1C1CC(c2ccc3c(c2)OCO3)=NC(c2ccc(F)cc2)N1 (stereo not drawn),0.1
O=C(c1noc2c1CCCC2)N1CCN(c2ccc(F)cc2)CC1,-1.7
COc1ccc(-n2ccnc2SCC(=O)Nc2ccc(Br)cc2)cc1,-3.0
O=P1(c2ccccc2)C=Cn2c1cc1c2CCCC1 (stereo not drawn),5.9
CC(=O)N1N=C(c2ccc(C)cc2)CC1c1cc2cc3c(cc2nc1Cl)OCCO3 (stereo not drawn),-28.8
CC(=O)N1CCc2cc(S(=O)(=O)CCC(=O)NCc3ccccc3Cl)ccc21,9.6
CN(C)c1nc(C(=O)Nc2ccccc2)nc(N(C)C)n1,5.0
COc1ccc(N(C)C(=O)CCS(=O)(=O)c2cc(Br)cc3c2N(C(=O)C2CC2)CC3)cc1,0.1
O=C1CCc2cc(S(=O)(=O)N3CCC(C(=O)NC4CCCc5ccccc54)CC3)ccc2N1 (stereo not drawn),-16.3
Cc1ccc(-c2noc(COc3cc(C)cc(C)c3C)n2)cc1,-0.4
CC1(C)CCC2=C(O1)c1ccccc1C(=O)C2=O,1.8
Cc1ccc(-n2c(SCC(N)=O)nnc2-c2ccccn2)cc1,-2.2
Cc1cc(NC(=O)Cn2nnc3sc4c(c3c2=O)CCC(C(C)(C)C)C4)no1 (stereo not drawn),-8.8
CCOC(=O)c1cnc2c(ccc3ccccc32)c1Nc1ccc(C)cc1,-1.4
Cc1ccc(S(=O)(=O)N2CCC(C(=O)Nc3ccc(F)cc3)CC2)cc1,-2.0

# Exported bar-delimited: entries from further up
compound | 14-3-3g Raf
CC(=O)N1CCc2cc(S(=O)(=O)CCC(=O)NCc3ccccc3Cl)ccc21 | 9.6
CN(C)c1nc(C(=O)Nc2ccccc2)nc(N(C)C)n1 | 5.0
COc1ccc(N(C)C(=O)CCS(=O)(=O)c2cc(Br)cc3c2N(C(=O)C2CC2)CC3)cc1 | 0.1
O=C1CCc2cc(S(=O)(=O)N3CCC(C(=O)NC4CCCc5ccccc54)CC3)ccc2N1 (stereo not drawn) | -16.3

# Next compounds:
SMILES,14-3-3g Raf
Cc1c(C(=O)NC(C)C)sc2nc(-c3ccccc3)cn12,-1.2
CCOc1cc(C2NC(=S)NC(C)=C2C(=O)OC(C)C)ccc1O (stereo not drawn),-7.4
COC(=O)c1ccccc1NS(=O)(=O)c1ccc(O)c(C(=O)O)c1,-12.2
CC(C)N1CCN(C(=O)c2ccc(F)cc2)CC1,-1.1
N#C/C(C(=O)N1CCOCC1)=C1/SC(Cc2ccccc2)C(=O)N1c1ccccc1 (stereo not drawn),2.8
CC(C)c1nnc(NC(=O)C2CCCN2S(=O)(=O)c2ccc(Cl)cc2)s1 (stereo not drawn),-2.2
Nc1ncnc(NCCCO)c1[N+](=O)[O-],14.5
COc1ccc2c(c1)c(=O)oc1cc(OCC(N)=O)ccc12,-14.3
CCOC(=O)C(C)Oc1ccc2c(CC)cc(=O)oc2c1C (stereo not drawn),-0.1
Cc1ccc(C)c(OCc2nnc(NC(=O)c3ccco3)s2)c1,-9.3
CNC(=O)C1CCN(S(=O)(=O)N2CCOCC2)CC1,-5.4
CCSCCOC(=O)C1=C(C)NC2=C(C(=O)CC(c3ccc(OC)cc3)C2)C1c1ccc2c(c1)OCO2 (stereo not drawn),9.8
COc1ccccc1NC(=O)c1cn(CC(C)C)c(=O)c2cc(OC)c(OC)cc12,-10.2
Cc1cccc(CSC2=NCCN2C(=O)Cc2ccc(F)cc2)c1,-3.8
COc1ccc(NC(=O)COc2ccc(Cl)cc2)c([N+](=O)[O-])c1,20.4
CCOc1ccc(NS(=O)(=O)c2cccs2)cc1,-11.4
CCCc1ccc(OC(=O)c2cccnc2)cc1,-12.0
COc1ccc(C2CC(=O)C3=C(C2)NC(C)=C(C(=O)OCCc2ccccc2)C3c2cccc(F)c2)cc1 (stereo not drawn),5.8
COc1cc(C(=O)n2cnc3ccccc32)cc(OC)c1OC,3.5
C=CCn1c(-c2cccc(C)c2)n[nH]c1=S,1.9
COC(=O)C1=C(C)NC2=C(C(=O)CCC2)C1c1ccc(OC)c(Br)c1 (stereo not drawn),-4.8
COc1cc2[nH]c3c(N4CCC(C(N)=O)CC4)ncnc3c2cc1OC,-3.2
O=C(CSc1nc2ccccc2o1)NCc1ccccc1,-7.6
CC1(C)CC(=O)C2=C(C1)OC(N)=C(C#N)C2Cc1ccccc1 (stereo not drawn),-2.2
CC1CCC(C(C)C)C(OC(=O)COC(=O)c2ccc(=O)[nH]c2)C1 (stereo not drawn),-6.8
Cc1cc(Oc2ncnc(N)c2[N+](=O)[O-])cc(C(C)C)c1,-6.0
